Bioassay records from PubChem BioAssay.
ALOX12 inhib = blocks human 12-lipoxygenase activity | purified 12-hLO, xylenol orange hydroperoxide absorbance | Potency, µM (top dose mostly 57.1 µM), without a hit: at the top dose activity change, negative = inhibition, actives largely listed as inhibitors | 150,000 compounds, 0.12% hits; further: potency means the concentration at half of the fitted maximal effect; nearly all actives have a fitted effect of over 55% in size; many of its hits are not listed in these tables
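Hydroperoxide formation by human 12-lipoxygenase from 40 uM arachidonic acid was followed colorimetrically via ferric-xylenol orange complex, using the 573/405 nm absorbance ratio. Enzyme concentration was 150 nM, with 30 min reaction at room temperature.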
ALOX15B inhib = 15-hLO-2 (ALOX15B) enzyme inhibition. O15296. 110,000 compounds, 0.56% hits. purified 15hLO-2, xylenol orange hydroperoxide absorbance. Potency, µM (series often up to 57.1 µM), inactives show at the top dose activity change, negative = inhibition, actives largely listed as inhibitors; further: potency means the concentration at half of the fitted maximal effect; nearly all actives have a fitted effect of over 60% in size; many of its hits are not listed in these tables
Target sequence (O15296 whole entry, looked up): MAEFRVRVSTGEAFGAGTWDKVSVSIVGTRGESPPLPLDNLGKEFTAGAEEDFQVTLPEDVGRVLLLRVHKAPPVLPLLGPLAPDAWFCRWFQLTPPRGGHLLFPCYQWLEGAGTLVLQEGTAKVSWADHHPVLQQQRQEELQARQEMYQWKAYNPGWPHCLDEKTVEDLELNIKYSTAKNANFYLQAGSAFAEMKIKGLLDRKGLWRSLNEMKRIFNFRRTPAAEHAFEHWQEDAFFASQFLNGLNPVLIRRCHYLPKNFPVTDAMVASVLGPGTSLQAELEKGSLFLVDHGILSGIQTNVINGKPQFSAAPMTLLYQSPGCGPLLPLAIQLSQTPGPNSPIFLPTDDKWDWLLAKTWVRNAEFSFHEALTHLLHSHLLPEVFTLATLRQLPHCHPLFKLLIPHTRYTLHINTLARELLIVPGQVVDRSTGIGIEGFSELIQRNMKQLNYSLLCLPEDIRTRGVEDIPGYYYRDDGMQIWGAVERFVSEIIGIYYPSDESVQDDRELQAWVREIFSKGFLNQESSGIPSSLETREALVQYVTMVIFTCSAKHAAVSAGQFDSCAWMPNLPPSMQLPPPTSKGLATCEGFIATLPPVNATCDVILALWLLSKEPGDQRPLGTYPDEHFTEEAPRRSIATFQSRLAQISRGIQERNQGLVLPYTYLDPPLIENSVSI
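Enzyme 50 nM, AA 45 uM, 25 mM Hepes pH 7.5 + 0.01% Triton X-100; cpd preinc 15 min RT, rxn 90 min RT; stop/detect with 200 uM XO + 300 uM Fe(II) in 50 mM H2SO4, 30 min; A573/A405.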
IMPase inh = IMPase inhibition in cells; P97697; 120,000 tested, under 10 active; CHO-M1 cells, IP1 accumulation, HTRF TR-FRET ratio; inhibition (IP1 accumulation), % at 46.1 µM; active means well fitted curve in the direction sought with a large enough effect in the signal ratio, not every such curve was filed as active; inconclusive means small, poorly fitted or top-dose-only effect, or a change in a side signal; inactive means no such curve, though single readings can be large or run the other way; the % refers to the signal ratio;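 further: cells stimulated with carbachol in lithium chloride buffer; plate controls were DMSO basal wells for no effect and reference inhibitor wells for full effect; higher means more IMPase inhibition seen as more IP1 and lower FRET ratio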
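CHO-M1 cells (CHO stably expressing M1 receptor), compound up to 46 uM final, stimulated with carbachol (50 uM as added) in buffer with 50mM LiCl, pH 7.4, 30 min at 37C. Cytosolic IP1 read by TR-FRET; AC50 from Hill fits.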
PNC assembly inh = blocks assembly of the perinucleolar compartment; PC3M PTB-GFP, PNC prevalence imaging, 16 h; hits give low values; activity change (PNC), negative = inhibition, % at 10 µM; 140,000 compounds, 3.1% hits; AID 2417;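 active means readout at or below -70, meaning at least 70% loss of cells showing the perinucleolar compartment, a nuclear body marking cancer cells; inconclusive means readout between -30 and a set limit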;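 further: plate controls were DMSO wells for no effect and camptothecin positive control wells for full effect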
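Compounds are pinned in duplicate onto adhered PC3M cells stably expressing GFP-tagged PTB and incubated 16 h at 37 C. Cells are then fixed, nuclei stained with Hoechst, and PNC-positive cells counted.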
Active calls of the source: *; ? = inconclusive; nt = no result given; [ ] = dose if it differs, or a comment. Unless noted, the call rests on the fitted dose curve; in most records, active means well fitted curve in the direction sought with a large enough effect; inconclusive means small, poorly fitted or top-dose-only effect, or another doubt; inactive means no such curve, though single readings can be large; an effect the other way counts as inactive or inconclusive. Unless noted, on the % scale 0 is the no-effect control and ±100 the full control effect.

Letters – A = ALOX12 inhib; B = ALOX15B inhib; C = IMPase inh; D = PNC assembly inh
> O=C1OC(c2ccccc2)=N/C1=C\N1CCCCC1
  A = 2% | B = -5% | C = -4 | D = 48

> COc1ccc(NC(=S)NCCc2ccccc2)c(OC)c1
  A = -16% | B = -28% | C = 4 | D = -9

> COCCCn1c(Cc2csc(Nc3cccc(Cl)c3)n2)nnc1SCC(=O)OC1CCCCC1
  A = -10% | B = 17% | C = 5 | D = -24

> Cc1ccc(-c2noc(C3CCN(S(=O)(=O)c4ccc5c(c4)OCCO5)CC3)n2)o1
  A = -3% | B = ? | C = 18 | D = -1

> CCOC(=O)c1[nH]c2ccc(OC)cc2c1NC(C)=O
  A = -3% | B = 1% | C = 1 | D = -17

> COc1ccc(-c2cc(C(=O)Nc3c(C)nn(Cc4ccccc4)c3C)no2)cc1
  A = 4% | B = 1% | C = -1 | D = ?

> COC(=O)C(C)NC(=O)C(C)NC(=O)OCc1ccccc1 (stereo unspecified)
  A = 1% | B = 5% | C = 4 | D = -9

> Fc1ccc(-c2oncc2-c2nnnn2-c2ccccc2)cc1F
  A = 2% | B = nt | C = 10[0.0738 µM] | D = -18

> O=C(CCc1ccc(S(=O)(=O)NCCc2ccccc2)cc1)Nc1ccc2c(c1)OCCO2
  A = -3% | B = nt | C = -1 | D = 1

> O=C(NC1CCCC1)C(c1ccc(Cl)cc1)N(Cc1ccc(F)cc1)C(=O)CCl (stereo unspecified)
  A = -5% | B = nt | C = nt | D = -15

Of the compounds above, two have a Cl atom:
Letters – A = ALOX12 inhib; B = ALOX15B inhib; C = IMPase inh; D = PNC assembly inh
> COCCCn1c(Cc2csc(Nc3cccc(Cl)c3)n2)nnc1SCC(=O)OC1CCCCC1
  A = -10% | B = 17% | C = 5 | D = -24

> O=C(NC1CCCC1)C(c1ccc(Cl)cc1)N(Cc1ccc(F)cc1)C(=O)CCl (stereo unspecified)
  A = -5% | B = nt | C = nt | D = -15

Returning to the listing with the three entries that preceded the break.
Letters – A = ALOX12 inhib; B = ALOX15B inhib; C = IMPase inh; D = PNC assembly inh
> Fc1ccc(-c2oncc2-c2nnnn2-c2ccccc2)cc1F
  A = 2% | B = nt | C = 10[0.0738 µM] | D = -18

> O=C(CCc1ccc(S(=O)(=O)NCCc2ccccc2)cc1)Nc1ccc2c(c1)OCCO2
  A = -3% | B = nt | C = -1 | D = 1

> O=C(NC1CCCC1)C(c1ccc(Cl)cc1)N(Cc1ccc(F)cc1)C(=O)CCl (stereo unspecified)
  A = -5% | B = nt | C = nt | D = -15

> O=c1c(CCc2ccccc2)nc2cncnc2n1C1CC1
  A = -1% | B = 0% | C = nt | D = nt

> Cc1occc1-c1nnc(SCC(=O)c2ccc(Cl)cc2)n1CC1CCCO1 (stereo unspecified)
  A = 5% | B = -14% | C = 8 | D = 0

> CCCCn1nc2cc(C(=O)N[C@H](C)C3CCCCC3)ccc2c1OCC
  A = -4% | B = -15%[11.4 µM] | C = -5[1.84 µM] | D = -21

> COC(=O)c1ccc(C)c(NC(=O)C2COc3ccccc3O2)c1 (stereo unspecified)
  A = 1% | B = -2% | C = -14 | D = ?

> O=C(COC(=O)c1cc2ccccc2cc1O)Nc1cccnc1Cl
  A = 2% | B = nt | C = nt | D = 27

> O=C(CSc1nn(-c2ccccc2)c(=S)s1)NC(=O)NCc1ccco1
  A = -3% | B = -25% | C = -4 | D = 31

> CCC(=O)N1CCc2cc(Br)cc(S(=O)(=O)NCC3CCCO3)c21 (stereo unspecified)
  A = -1% | B = -2% | C = -6 | D = ?

> CC(C)(CO)N=Cc1c(O)[nH]c2ccccc12
  A = 5% | B = 5% | C = -3 | D = -1

> CCSC1=C(C#N)C(c2ccc(Cl)cc2)C2=C(CCCC2=O)N1 (stereo unspecified)
  A = -18% | B = -7% | C = -2 | D = ?

> COc1ccc2sc(N3C(=O)CC(Cc4cccc(C)c4)C3=O)nc2c1 (stereo unspecified)
  A = -7% | B = -9% | C = -6 | D = 41

> Cc1ccc(-c2cc(C(=O)n3cnc4ccccc43)c3ccccc3n2)cc1C
  A = -23% | B = 9% | C = 7 | D = -22

> CCCCn1c(O)c(/C=C2\C=NN=C2c2ccccc2)sc1=S
  A = -4% | B = nt | C = 1 | D = 41

> CC(=O)N(Cc1ccco1)C1(C(=O)NC2CCCC2)CCCCC1
  A = 7% | B = 6% | C = 3 | D = -12

> CC1(C)CC(=O)c2c(O)c(-c3ccccc3)c(=O)n(-c3ccccc3)c2C1
  A = -3% | B = nt | C = nt | D = 2

> O=C(COC(=O)C1(c2ccc(Cl)cc2)CCCC1)NC1CCS(=O)(=O)C1 (stereo unspecified)
  A = -1% | B = 1% | C = 14 | D = 40

> Cc1ccc(NC(=S)NNC(=O)Cn2nc([N+](=O)[O-])cc2C)cc1
  A = -5% | B = 43%[activator] | C = ? | D = ?

> CC(CCN)(CCN)[N+](=O)[O-]
  A = 2%[11.4 µM] | B = 2%[11.4 µM] | C = nt | D = nt

> O=C(O)c1nn2c(c1Br)NC(c1ccccc1)CC2C(F)(F)F (stereo unspecified)
  A = -3% | B = 1% | C = -1 | D = -21

> CCOC(=O)c1[nH]nc(C(=O)c2ccc(Br)cc2)c1O
  A = -19% | B = -1% | C = 1 | D = -4

> COc1nc(-c2ccc(C)cc2)ccc1-c1noc(-c2ccco2)n1
  A = -20% | B = -8% | C = -4 | D = 0

Some of the entries so far, field by field.
O=C(O)c1nn2c(c1Br)NC(c1ccccc1)CC2C(F)(F)F (stereo unspecified)
  ALOX12 inhib = -3%	ALOX15B inhib = 1%	IMPase inh = -1	PNC assembly inh = -21

CCOC(=O)c1[nH]nc(C(=O)c2ccc(Br)cc2)c1O
  ALOX12 inhib = -19%	ALOX15B inhib = -1%	IMPase inh = 1	PNC assembly inh = -4

(cont.)
Letters – A = ALOX12 inhib; B = ALOX15B inhib; C = IMPase inh; D = PNC assembly inh
> S=c1[nH]nc(-c2ccncc2)n1/N=C/c1cccc2ccccc12
  A = -2% | B = nt | C = -6 | D = -9

> CN(C)c1ccc(NC(=S)NC(=O)/C=C/c2ccc(Cl)cc2)cc1
  A = -4% | B = -27% | C = 3 | D = -25

> COc1cccc(NC(=O)C2CCCN2C(=O)OCc2ccccc2)c1 (stereo unspecified)
  A = 0% | B = -1% | C = 4 | D = -4

> COc1ccc(C(=O)NN=C(Cc2ccccc2)Cc2ccccc2)cc1OC
  A = -1% | B = nt | C = nt | D = 9

> N[C@@H](Cn1c2c(c(=O)[nH]c1=O)CCC2)C(=O)O
  A = 3%[0.00818 µM] | B = -7%[0.0915 µM] | C = nt | D = nt

> Cc1ccc(NC(=O)c2oc(=O)c3ccccc3c2-c2ccccc2)c(C)c1
  A = 2% | B = nt | C = nt | D = 37

> O=C1c2ccccc2C(=O)N1Cc1cc(-c2ccccc2)no1
  A = 1% | B = -4%[11.4 µM] | C = 12[1.84 µM] | D = ?

> Clc1ccc(OCCn2ccnc2)c(Br)c1
  A = 1% | B = 32%[activator] | C = -2 | D = 18

> Oc1cc2c(cc1CN1CCN(c3cccc(C(F)(F)F)c3)CC1)CCC2
  A = 0% | B = 35%[activator] | C = 3 | D = 35

> CC(=O)c1ccc(-c2cccc([C@H]3[C@@H]4C=CC[C@@H](C)[C@@H]4C(=O)N3Cc3ccccc3)c2)cc1
  A = -5%[0.00818 µM] | B = 16%[0.0915 µM] | C = nt | D = nt

> Cc1ccc(S(=O)(=O)N2CCC(C(=O)N3CCC(C(=O)NCc4cccnc4)CC3)CC2)cc1
  A = 4% | B = 2% | C = -6 | D = -18

> COc1ccc(CCNC(=O)COC(=O)Cc2cccc3ccccc23)cc1
  A = -4% | B = nt | C = nt | D = -17

> CC1Oc2ccccc2N(CC(=O)Nc2ccc3c(c2)OCO3)C1=O (stereo unspecified)
  A = -7% | B = -6% | C = 7 | D = 34

> COc1ccccc1NC(=O)CC1Nc2ccccc2NC1=O (stereo unspecified)
  A = -12% | B = -13% | C = 5 | D = ?

> CCOC(=O)CSCc1c(C#N)c2ccccc2n1C
  A = -4% | B = -3% | C = -6 | D = 10

> Cc1cccc(N2CN=c3s/c(=C\c4ccncc4)c(=O)n3C2)c1
  A = -5% | B = -4% | C = ? | D = 24

> O=C(CN1C(=O)CSCC1=O)NCc1ccc(F)cc1
  A = 0% | B = nt | C = -7 | D = ?

> N/C(Cc1ccc([N+](=O)[O-])cc1)=N\OC(=O)c1ccc2ccccc2c1
  A = -12% | B = 4% | C = 8 | D = ?

> CCOC(=O)Nc1ccc(=O)n(Cc2c(Cl)cccc2Cl)c1
  A = -2% | B = -11% | C = -1 | D = -17

> Cc1c(N=C2NC(=O)/C(=C/c3cccc([N+](=O)[O-])c3)S2)c(=O)n(-c2ccccc2)n1C
  A = -3% | B = nt | C = nt | D = 11

> CCCc1nc(Nc2nc3ccccc3o2)nc(C)c1C(=O)OCC
  A = 4% | B = 12% | C = 5 | D = ?

> CCOc1ccc(-c2nnc(NC3=NCCCCC3)o2)cc1
  A = 3% | B = 2% | C = 2 | D = ?

Not all compounds are listed; rates above refer to the full screens.
